# BCLXL inh – blocks human Bcl-xL binding to Bim BH3 peptide. GST-Bcl-xL / FITC-Bim BH3 peptide fluorescence polarization. actives 0.7% (n = 320,000). inhibition, % at 10.9 µM. Q07817;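 active = inhibition above the mean of all tested compounds plus 3 SD, cutoff set per campaign, cut at about 30% in these data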;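 note: 0% = DMSO wells and 100% = unlabeled Bim-BH3 peptide competitor; inhibitors lower millipolarization by displacing the labeled peptide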
# Target sequence (Q07817 whole entry, looked up): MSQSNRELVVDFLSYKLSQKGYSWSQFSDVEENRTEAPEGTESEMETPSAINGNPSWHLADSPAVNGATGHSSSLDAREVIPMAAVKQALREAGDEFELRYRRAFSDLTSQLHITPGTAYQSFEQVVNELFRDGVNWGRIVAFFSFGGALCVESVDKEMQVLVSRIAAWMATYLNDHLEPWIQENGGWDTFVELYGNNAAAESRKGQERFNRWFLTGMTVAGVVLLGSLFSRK
# GLD-1 TGE inh – GLD-1-TGE RNA interaction inhibition (C. elegans); Q17339; purified GLD-1 + fluorescein TGE RNA, fluorescence polarization; inhibition, % at 5.96 µM; actives 0.44% (n = 320,000); AID 2280;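 active = percent inhibition above a per-plate cutoff, the plate mean of test compounds plus 3 SD, cut at about 30% in these data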;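 note: 0% = DMSO wells with GLD-1 and probe and 100% = wells lacking GLD-1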
# Target sequence (Q17339 whole entry, looked up): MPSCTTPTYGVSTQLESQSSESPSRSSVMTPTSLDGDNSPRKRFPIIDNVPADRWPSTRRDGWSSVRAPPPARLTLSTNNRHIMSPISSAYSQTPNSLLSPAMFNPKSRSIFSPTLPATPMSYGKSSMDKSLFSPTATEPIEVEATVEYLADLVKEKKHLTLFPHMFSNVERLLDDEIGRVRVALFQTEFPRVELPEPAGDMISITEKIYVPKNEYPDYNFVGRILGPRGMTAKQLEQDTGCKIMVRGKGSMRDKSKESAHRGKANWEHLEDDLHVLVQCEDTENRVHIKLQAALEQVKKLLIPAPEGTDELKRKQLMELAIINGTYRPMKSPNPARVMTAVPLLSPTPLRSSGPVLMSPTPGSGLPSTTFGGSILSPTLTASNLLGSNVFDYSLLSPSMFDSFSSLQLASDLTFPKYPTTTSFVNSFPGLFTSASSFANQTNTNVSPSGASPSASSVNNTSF
# AGP1-GFP MLPCN – modulators of TOR pathway AGP1-GFP in S. cerevisiae; S. cerevisiae AGP1-GFP multiplex flow cytometry, 3 h; GFP as percent of DMSO wells; GFP response vs DMSO, % at 10 µM; actives 0.02% (n = 320,000);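 active = GFP response relative to DMSO above a set limit, near screen average plus 3 SD, cut at about 150% in these data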;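 note: median GFP channel fluorescence of the gated AGP1 strain per well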
# MCL1-BIM inh – MCL1-BIM-BH3 interaction inhibition (human); Q07820; GST-MCL1 / FITC-Bim-BH3 fluorescence polarization; inhibition, % at 10.9 µM; actives 0.68% (n = 320,000);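 active = inhibition above the mean inhibition of all tested compounds plus 3 SD, set per campaign, cut at about 40% in these data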;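 note: 0% = DMSO wells and 100% = unlabeled Bim-BH3 peptide control; higher means more loss of mP so more displacement of Bim peptide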
# Target sequence (Q07820 whole entry, looked up): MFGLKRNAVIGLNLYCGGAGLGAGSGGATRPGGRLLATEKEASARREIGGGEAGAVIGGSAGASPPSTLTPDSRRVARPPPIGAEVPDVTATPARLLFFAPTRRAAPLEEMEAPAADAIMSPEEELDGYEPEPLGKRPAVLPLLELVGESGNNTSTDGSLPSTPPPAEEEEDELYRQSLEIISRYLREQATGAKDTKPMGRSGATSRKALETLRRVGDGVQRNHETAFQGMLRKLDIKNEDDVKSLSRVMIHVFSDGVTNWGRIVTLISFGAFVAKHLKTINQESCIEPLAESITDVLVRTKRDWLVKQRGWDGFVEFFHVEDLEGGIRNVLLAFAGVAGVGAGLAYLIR
# GRK2 aptamer HTS – inhibitors of human GRK2 displacing RNA aptamer; bead flow cytometry, FAM-aptamer displacement from GRK2; inhibition of aptamer binding, % at 10 µM; actives 0.59% (n = 330,000); AID 488847;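 active = inhibition of aptamer binding above 40%, roughly 3 SD of noise, on plates passing a quality check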;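 note: median bead fluorescence of bound FAM aptamer so fluorescent compounds give negative values; no value below 0 was filed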
# CIT2 TOR yeast – yeast TOR pathway CIT2-GFP modulation; S. cerevisiae CIT2-GFP strain, flow cytometry, 3 h; 100 means same as DMSO wells; GFP response vs DMSO, % at 10 µM; actives 0.065% (n = 320,000);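 active = GFP response relative to DMSO above a set limit, near the screen mean plus 3 SD, cut at about 150% in these data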;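 note: ratio of well median GFP fluorescence to mean of DMSO wells on the plate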
# Fam108B inh – blocks mouse Fam108B hydrolase in RBBP9 counter-screen | recombinant Fam108B, FP-Rh probe fluorescence polarization | inhibition, % at 9.51 µM | actives 0.33% (n = 300,000) | AID 1947;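 active = inhibition above the screen mean inhibition plus 3 SD, computed separately per campaign, cut at about 18% in these data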;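 note: inhibitors lower polarization as less probe binds the enzyme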
# MEX-5 binding – C. elegans MEX-5 TCR-2 RNA binding activity | MEX-5/FITC-TCR2 RNA binding, fluorescence polarization; active compounds read low | AID 1832 | actives 0.38% (n = 300,000) | activity score (negative = inhibition of binding), % at 10 µM;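 active = inhibition past about -25% in most replicates, and total fluorescence under double the plate's negative control median, limit read from the data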;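 note: 0% = DMSO and -100% = 5 µM competing unlabeled TCR2 RNA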
# VLA-4 inh – inhibition in a human VLA-4 binding assay; actives 0.2% (n = 330,000); VLA-4 expressing cells, ligand binding flow cytometry; inhibition, % (about 7 µM as worked out from the volumes in the protocol); in the data active = inhibition above about 50%
# The depositor's hits bear a star; . = no result given.
cpd	SMILES	BCLXL inh	GLD-1 TGE inh	AGP1-GFP MLPCN	MCL1-BIM inh	GRK2 aptamer HTS
1	CCOc1ccccc1OCCC(=O)OCC(=O)Nc1c(C)cc(C)cc1C	-12	0	98	-22	0
2	Cc1oc(CSCC2CCCO2)cc1C(=O)O (centres undefined)	5	-3	110	10	0
3	COc1ccc(C(=O)NC2CC2)cc1OC1CCN(Cc2ccccc2O)CC1	.	.	94	.	0
4	COc1ccc(C(=O)Oc2c(OC)cc(C(=S)N3CCOCC3)cc2OC)cc1	6	-5	106	8	0
5	COc1cc(OC)c(OC)cc1CNCCNC(=O)c1ccco1	7	-7	94	1	2
6	CCc1ccccc1NC(=O)NC1CC2CCC(C1)N2Cc1ccco1 (centres undefined)	4	-7	97	-2	2
7	CCCCN(C)C(=S)Nc1ccsc1C(=O)OC	3	10	91	5	0
8	Cn1c(C(=O)c2ccccc2[N+](=O)[O-])nc2ccccc21	2	-2	95	1	1
9	Cc1cc2nccc(-c3ccncc3)n2n1	6	-16	97	4	2
10	Cc1ccc(S(=O)(=O)N2c3cc(C)ccc3OCC2C(C)(C)C)cc1 (centres undefined)	4	3	104	6	1
11	COc1cccc(C(NC(C)=O)c2ccc3cccnc3c2O)c1 (centres undefined)	1	3	101	7	80*
12	COc1cc(/C=C2\C(=N)N3N=C(C)SC3=NC2=O)cc(OC)c1OCCOc1ccccc1C	3	-4	92	-3	0

cpd	CIT2 TOR yeast	Fam108B inh	MEX-5 binding	VLA-4 inh
1	89	-2	-1.0	22
2	93	-3	-1.7	6
3	112	.	0.0	15
4	107	0	3.4	8
5	103	3	0.5	1
6	97	-3	0.1	0
7	80	-5	0.3	-3
8	95	0	-0.2	18
9	106	-4	-1.9	-8
10	103	-5	-1.8	19
11	103	7	0.9	10
12	102	-4	-1.7	0

# (list continues)
cpd	SMILES	BCLXL inh	GLD-1 TGE inh	AGP1-GFP MLPCN	MCL1-BIM inh	GRK2 aptamer HTS
13	CCOC(=O)C1=C(C)N(C)C(=O)NC1c1c(C)nn(-c2ccccc2)c1C (centres undefined)	-2	0	85	-8	0
14	Cc1ccc(OCc2nnc(SCC(=O)NCc3ccccc3)n2C)cc1	1	8	86	3	1
15	CN(Cc1ccc(O)cc1)C1CCCCC1	3	0	99	4	1
16	CC(=O)Nc1ccc(NC(=O)c2cccc(C(=O)OC(C)C)n2)cc1	2	-4	94	0	6
17	CSc1nc(-c2ccccc2)cc(C(F)(F)F)c1C#N	1	-5	100	-9	1
18	NS(=O)(=O)c1ccc(NC(=S)NNC(=O)CCC(=O)Nc2ccccc2Cl)cc1	0	-1	95	0	1
19	Cc1cc(=O)n2nc(N3CCCC(C(=O)N4CCc5ccccc54)C3)sc2n1 (centres undefined)	1	1	103	7	0
20	CC(=O)N1CCN(CC(=O)Nc2c(Cl)ccc(C)c2Cl)CC1	0	7	93	-1	3
21	CC(=O)NN1C(=O)/C(=C2/Sc3ccccc3N2C)SC1=S	5	-10	109	3	4
22	O=C(Nc1ccc(N2CCCC2)c(Cl)c1)c1ccc2c(c1)OCCO2	1	-4	89	0	0
23	COc1cc(NC(=O)N[C@@H](Cc2ccccc2)C(=O)O)cc(OC)c1	0	-3	104	-6	0
24	COc1ccc(-c2cc(-c3ccccc3)nc(N3CCCC3)n2)cc1OC	5	1	100	4	4

cpd	CIT2 TOR yeast	Fam108B inh	MEX-5 binding	VLA-4 inh
13	92	-3	0.5	-1
14	94	1	-3.5	-7
15	104	3	4.3	1
16	95	1	2.5	-1
17	109	-3	5.3	10
18	88	1	-31*	-16
19	96	5	1.3	6
20	95	3	0.1	-3
21	108	-5	-13	42
22	89	2	2.8	0
23	101	1	0.9	12
24	96	-5	3.0	10

# Entries listed so far containing a furan ring, fused or not, in the order listed:
cpd	SMILES	BCLXL inh	GLD-1 TGE inh	AGP1-GFP MLPCN	MCL1-BIM inh	GRK2 aptamer HTS
2	Cc1oc(CSCC2CCCO2)cc1C(=O)O (centres undefined)	5	-3	110	10	0
5	COc1cc(OC)c(OC)cc1CNCCNC(=O)c1ccco1	7	-7	94	1	2
6	CCc1ccccc1NC(=O)NC1CC2CCC(C1)N2Cc1ccco1 (centres undefined)	4	-7	97	-2	2

cpd	CIT2 TOR yeast	Fam108B inh	MEX-5 binding	VLA-4 inh
2	93	-3	-1.7	6
5	103	3	0.5	1
6	97	-3	0.1	0

# Following part:
cpd	SMILES	BCLXL inh	GLD-1 TGE inh	AGP1-GFP MLPCN	MCL1-BIM inh	GRK2 aptamer HTS
25	CC1CCCCN1C(=O)COC(=O)CNC(=O)c1ccc(Cl)cc1Cl (centres undefined)	2	1	111	2	2
26	COc1ccc(NC(=O)CCOc2ccc(C)cc2)c(OC)c1	1	-1	95	5	2
27	Cc1nc2ccccn2c1CN(C)C(=O)C1CCC(=O)N(CCc2cccc(F)c2)C1 (centres undefined)	13	3	94	-2	5
28	O=C1NC2(CCCCC2)C(=O)N1Cc1cc(=O)n2ccsc2n1	12	8	105	12	0
29	COc1ccc(COc2cc(-c3cccc(OC)c3)nc3ccc(NC(=O)c4ccc(C)cc4)cc23)cc1	0	-3	64	3	0
30	Cc1cc(C)n2nc(C(=O)NCC(=O)Nc3ccc(F)c(F)c3)nc2n1	-2	3	95	2	1
31	O=C1CC(N2CCN(c3ccc(F)cc3)CC2)C(=O)N1c1ccccc1 (centres undefined)	3	6	107	5	0
32	CC(C)NS(=O)(=O)c1ccc(NC(=O)C(C)Oc2ccc(C(=O)c3ccccc3)cc2)cc1 (centres undefined)	5	8	91	1	0
33	COc1ccccc1C(c1nnnn1Cc1ccco1)N1CCN(c2cccc(C)c2C)CC1 (centres undefined)	6	-10	112	7	0
34	COCCn1c(C)cc(C(=O)CSc2nc3ccccc3c(=O)[nH]2)c1C	8	-2	102	4	1
35	COc1ccc(NC(=O)CSc2nnc(Cc3ccccc3)c(=O)n2N)cc1	1	3	102	2	11
36	COc1cccc(NC(=O)NCCCSC2CCCCC2)c1	5	6	113	10	2

cpd	CIT2 TOR yeast	Fam108B inh	MEX-5 binding	VLA-4 inh
25	101	2	0.5	2
26	99	4	-0.2	3
27	94	1	.	-14
28	100	3	-2.9	-4
29	64	-54	1.5	-4
30	99	0	-2.4	-4
31	101	2	2.7	28
32	104	-15	1.8	11
33	112	5	2.4	4
34	93	0	-2.3	9
35	101	0	0.5	-7
36	103	1	-2.5	12

# Remaining list, next part
cpd	SMILES	BCLXL inh	GLD-1 TGE inh	AGP1-GFP MLPCN	MCL1-BIM inh	GRK2 aptamer HTS
37	C/C(CC(=O)Nc1ccc2c(c1)OCCO2)=N\NC(=O)COc1ccccc1	5	-4	101	4	1
38	Cc1cc(C)c(NC(=O)c2cc(=O)c3ccccc3o2)c(C)c1	2	4	101	8	0
39	Nc1nnc(N2CCCCCC2)s1	-2	-4	104	6	1
40	Cc1cc2nnc(SCC(=O)NCc3ccco3)n2c2ccccc12	-5	7	112	-5	2
41	O=C(CNCc1cccs1)Nc1ccc(N2CCCCCC2)cc1	4	7	94	5	0
42	CCC(=O)c1ccc(N2CCCC2)c(F)c1	4	-4	95	2	0
43	CCCCc1ccc(NC(=S)NCc2cccnc2)cc1	2	5	96	5	0
44	Cc1cccc(NC(=O)c2cc3n(n2)C(C(F)(F)F)CC(c2ccc4c(c2)OCO4)N3)c1 (centres undefined)	-2	4	94	-2	2
45	CCOCCCn1cnc2c([nH]c3cc(OC)ccc32)c1=O	6	8	90	-2	1
46	COc1ccccc1NS(=O)(=O)c1cccc(NC(=O)Cc2cccs2)c1	5	3	102	0	2
47	S=C(Nc1cc(Cl)cc(Cl)c1)NC1CCN(Cc2ccccc2)CC1	.	.	93	.	7
48	COc1cccc(/C=N/NC(=O)C(=O)N2CCCC2)c1O	2	5	102	8	0

cpd	CIT2 TOR yeast	Fam108B inh	MEX-5 binding	VLA-4 inh
37	112	3	0.6	-2
38	99	-3	-0.6	-3
39	109	3	.	-2
40	109	2	-1.6	-4
41	88	1	0.1	18
42	90	4	-0.6	8
43	95	4	-1.1	16
44	86	-5	-0.6	5
45	88	-1	0.9	11
46	97	0	0.7	17
47	83	.	-3.0	11
48	103	5	-1.8	3

# Next records.
cpd	SMILES	BCLXL inh	GLD-1 TGE inh	AGP1-GFP MLPCN	MCL1-BIM inh	GRK2 aptamer HTS
49	COCc1ccc(C(=O)N(C)CC2CCCN(CCc3ccc(Cl)cc3)C2)o1 (centres undefined)	1	-9	103	-3	6
50	O=C(OCCc1cc2ccccc2c(=O)o1)c1cccs1	7	-2	21	3	0
51	CCOc1ccc(C(=O)O/N=C(\N)c2ccc([N+](=O)[O-])cc2)cc1OCC	4	1	97	6	0
52	O=C(/C=C/c1ccc(Cl)cc1)NCc1ccco1	-1	3	89	8	7
53	CC1CN(C(=O)COC(=O)c2cccc(S(=O)(=O)N3CCc4ccccc43)c2)CC(C)O1 (centres undefined)	.	4	98	.	2
54	O=C(CSc1nnnn1-c1ccccc1)NC(=O)NCc1ccco1	9	-3	104	15	1
55	CC(C)C(NS(=O)(=O)c1ccccc1)C(=O)N1CCCC1 (centres undefined)	1	2	95	0	0
56	CCCCNC(=O)N(O)C1N(/N=C/c2ccccc2F)C(=S)SC1(C)C (centres undefined)	1	-6	101	1	9
57	COc1cc(OC)cc(-c2c(-c3ccc(F)cc3)c3cc(-c4ccc5c(c4)OCCO5)ccc3n2C)c1	.	-3	107	.	0
58	O=C(O)CCN1C(=O)C2C3c4ccccc4C(c4ccccc43)[C@@H]2C1=O (some centres undefined)	3	2	101	8	3
59	COc1ccc(-c2csc(N3C(=N)SCC3=O)n2)cc1	-4	0	105	-1	3
60	CC(=O)N1N=C(c2ccccc2)CC1c1ccccc1 (centres undefined)	8	4	94	7	1
61	CSC1=NCCN1C(=O)c1c(F)cccc1F	1	-10	99	-4	0
62	COc1ccc(OC)c(C(=O)NC(CC(N)=O)c2ccc(NCC3CC3)c([N+](=O)[O-])c2)c1 (centres undefined)	3	7	87	1	8
63	COc1cc2cc(C(c3nnnn3C3CCCC3)N3CCCCCC3)c(=O)[nH]c2cc1OC (centres undefined)	-3	1	96	1	0

cpd	CIT2 TOR yeast	Fam108B inh	MEX-5 binding	VLA-4 inh
49	.	-2	-2.8	5
50	93	.	.	13
51	108	-3	-0.4	-23
52	91	-1	0.4	6
53	99	.	.	-8
54	100	-1	2.8	18
55	93	-5	1.8	5
56	101	-3	-1.1	-4
57	103	.	.	18
58	92	-2	0.4	2
59	103	3	1.3	9
60	100	-2	0.0	-1
61	100	9	0.0	-3
62	81	3	-0.6	23
63	95	7	-5.3	.

# 3 entries from above, sorted by molar mass, low to high.
cpd	SMILES	BCLXL inh	GLD-1 TGE inh	AGP1-GFP MLPCN	MCL1-BIM inh	GRK2 aptamer HTS
51	CCOc1ccc(C(=O)O/N=C(\N)c2ccc([N+](=O)[O-])cc2)cc1OCC	4	1	97	6	0
49	COCc1ccc(C(=O)N(C)CC2CCCN(CCc3ccc(Cl)cc3)C2)o1 (centres undefined)	1	-9	103	-3	6
53	CC1CN(C(=O)COC(=O)c2cccc(S(=O)(=O)N3CCc4ccccc43)c2)CC(C)O1 (centres undefined)	.	4	98	.	2

cpd	CIT2 TOR yeast	Fam108B inh	MEX-5 binding	VLA-4 inh
51	108	-3	-0.4	-23
49	.	-2	-2.8	5
53	99	.	.	-8

# Along the list, as entered above:
# CIT2 TOR yeast, compounds 54–62, in order: 100, 93, 101, 103, 92, 103, 100, 100, 81
# GRK2 aptamer HTS, compounds 54–62, in order: 1, 0, 9, 0, 3, 3, 1, 0, 8
# VLA-4 inh, compounds 54–62, in order: 18, 5, -4, 18, 2, 9, -1, -3, 23
